TTR transcr act: increases transthyretin transcription; SH-SY5Y TTR promoter Gaussia luciferase, luminescence; 100% = recombinant luciferase protein wells; activation, % at 16.7 µM; 92,000 compounds, 1.3% hits; AID 1117267;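 active = activation above the mean of all tested compounds plus 3 SD, cut at about 9.5% in these data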;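 note: cells exposed to compounds for one day before reading; 0% = median of all test compound wells on the plate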
* marks the source's active call; other numbers are inactive results. This is a subset. The share of hits here may be higher or lower than overall.

SMILES	TTR transcr act
COc1cc(NC(=O)C2CC(c3ccccc3Cl)=NO2)cc(OC)c1OC (stereo not drawn)	-0.7
O=C(CCS(=O)(=O)c1cccc2nsnc12)N1CCN(Cc2ccc3c(c2)OCO3)CC1	-2.0
CC(C)c1cc(CNC(=O)c2ccc(OC3CCN(Cc4ccccn4)CC3)cc2)on1	-3.2
Cc1ccccc1NC(=S)NCC1CCC(CNC(=S)Nc2ccccc2C)CC1 (stereo not drawn)	1.5
Cc1ccc(C)c(N2CCN(C(c3ccccc3)c3nnnn3C(C)(C)C)CC2)c1 (stereo not drawn)	0.1
CCOc1ccc(N(CC(=O)N2CCN(c3ccccc3OC)CC2)S(=O)(=O)c2ccc(C)cc2)cc1	-1.2
COC(=O)c1ccc(N2CCN(S(=O)(=O)c3ccc(C)cc3)CC2)c([N+](=O)[O-])c1	0.4
O=C(Nc1cccc([N+](=O)[O-])c1)c1ccc2nsnc2c1	-1.6
COc1ccc(C2COc3cc(O)ccc3C2)c(OC)c1O (stereo not drawn)	3.6
CCN(CC)c1ccc(CNc2ccc(Br)cn2)cc1	0.9
CC(=O)Nc1ccc(Nc2c3ccccc3nc3ccccc23)cc1	-1.1
COc1ccccc1NC(=O)c1cc(-c2ccc(OC)c(OC)c2)nc2ccccc12	-1.6
CCOC(=O)C1(C)CCCN1C(=O)c1ccc(C(=O)OC)cc1 (stereo not drawn)	0.3
Cc1cccc(COc2ccc(/C=C3/C(=O)N(C)C(=S)N3C)cc2)c1	-2.3
Cc1onc(-c2ccccc2)c1C(=O)N1CCN(CCc2ccccc2)CC1	-0.6
COc1ccc(CN2CCn3ncc(C(=O)Nc4ccccc4)c3C2=O)cc1	1.6
CCc1ccc(N2CC(C(=O)Nc3nc4ccc(S(C)(=O)=O)cc4s3)CC2=O)cc1 (stereo not drawn)	1.8
COc1ccc(OCCN2C(=O)NC3(CCc4ccccc4C3)C2=O)cc1 (stereo not drawn)	0.9
COc1ccc(CN(C)C(=O)CCC(=O)N2CCN(S(=O)(=O)c3ccc(Cl)cc3)CC2)c(OC)c1	0.0
Cc1cccc(C)c1NC(=O)COn1nnc2ccc(C(F)(F)F)cc21	0.5
CCOc1ccc(-c2c(=O)n(OCc3nc4ccccc4[nH]3)c3ccccc3[n+]2[O-])cc1	-1.4
Cc1nc2ccccc2nc(C)c1=NOCc1cccc(Cl)c1	4.9
Nn1c(SCC(=O)Nc2ccc3c(c2)OCCO3)nnc1-c1cccnc1	0.8
O=C(COc1ccccc1)NN1C(=O)CSC1=S	-1.2
COc1ccc(N2CCN(C(C)C(=O)Nc3nnc(C)s3)CC2)cc1 (stereo not drawn)	-1.4
COC(=O)c1ccc(NC(=O)c2cn(-c3cccc(C)n3)cn2)cc1	30*
NS(=O)(=O)c1ccc(Cc2ncc(C(F)(F)F)cc2Cl)s1	1.2
CN(C)c1ccc(/C=C/CNC[C@H]2O[C@@H](n3ccc(N)nc3=O)[C@H](O)[C@@H]2O)cc1	0.1
Cc1cc(C)nc(/N=C(\N)Nc2ccc(C(C)C)cc2)n1	-3.5
Cc1ccc(Oc2ncc(CN3CCOCC3)s2)cc1	1.2
CCN1C(=O)/C(=C\c2nc3ccccc3c(=O)n2CC)c2ccccc21	3.3
Cc1nnc(Nc2ccc(Cl)cc2)s1	0.1
CC1(C)C2CCC1(CS(=O)(=O)NC(CC(=O)O)c1cccc(Br)c1)C(=O)C2 (stereo not drawn)	0.2
O=C(NC1=NC2CCCCC2N1)c1ccccc1 (stereo not drawn)	-0.7
CCCSc1ccc([C@@H]2[C@H]3C(=O)N(CC)C(=O)[C@H]3[C@]3(C(=O)OC)CCCN23)cc1	3.2
COc1ccc(/C=N/NC(=O)c2ccncc2)cc1CSc1nc2ccccc2s1	0.6
CC(C)CCN1CCN(Cc2ccsc2)CC1CCO (stereo not drawn)	-0.9
CC(C)CC(c1nnnn1CC1CCCO1)N1CCN(c2cccc(Cl)c2)CC1 (stereo not drawn)	2.5
CCOc1cc(C(=O)NC(C)CC)cc(OCC)c1OCC (stereo not drawn)	-3.3
CS(=O)(=O)N(C(=O)NC(=O)NC12CC3CC(CC(C3)C1)C2)C1CCCCC1	1.9
O=C(c1cccc(Oc2ccccc2)c1)N1CCN(c2ccccn2)CC1	-3.0
O=C(COC(=O)c1ccccc1C(=O)c1ccc(Cl)cc1)NCc1ccccc1	1.3
Cc1nc(C(=O)Nc2ccc(Cl)cc2)sc1C1(C)CC(c2ccccc2)=NO1 (stereo not drawn)	-4.1
COC(=O)[C@]12C[C@H](CC(=O)NCc3ccc(OC)c(OC)c3)C(=O)N(CCC3=CCCCC3)C1=C[C@H](C1CCCC1)O[C@@H]2C	0.8
COc1ccccc1-c1cc(C(=O)Nc2cc(C)nn2-c2ccccc2)no1	0.7
CC1Cc2ccccc2N1C(=O)Cn1cnc2ccccc2c1=O (stereo not drawn)	-1.9
COc1ccc(OC)c(N/C(=N/C(=S)Nc2ccccc2)Nc2nc(C)cc(C)n2)c1	-1.2
NNC(=O)c1cc2cc3ccccc3nc2s1	-0.1
O=C(NCCc1ccccc1)Nc1nnc([C@@H]2C[C@H](O)[C@@H](CO)O2)s1	3.8
Cc1cc(-n2c(C)cc(C(=O)CSc3nnnn3-c3ccccc3)c2C)no1	-1.8
Cc1noc(C)c1C(=O)N1CCc2ccccc2C1	1.7
S=C(NCc1ccccn1)NN=Cc1ccccn1	2.4
Cc1ccc(NC(=O)CNc2cc(S(=O)(=O)N3CCOCC3)ccc2N2CCOCC2)cc1S(=O)(=O)N(C)C	0.1
O=C(CSc1nnc(-c2ccc(O)cc2)o1)NNC(=O)c1ccncc1	1.5
N#C/C(=C\c1cccnc1)c1ccc(Br)cc1	2.7
COc1ccc(C(CNC(=O)c2cccc(NC(=O)c3cccs3)c2)N2CCCC2)cc1 (stereo not drawn)	0.5
O=C(CCCN1C(=O)/C(=C\c2cccc(Br)c2)SC1=S)Nc1cccnc1	-2.4
CCC1Nc2ncnc(N3CCOCC3)c2N(Cc2ccc(OC)cc2)C1=O (stereo not drawn)	-0.2
CC(=O)Nc1ccc(S(=O)(=O)NCC(=O)OCC(=O)Nc2sccc2C(N)=O)cc1	-0.9
CCCCNC(=O)C(=O)Nc1cc2c3c(c1)CCC(=O)N3CCC2	0.0
More structures:
SMILES	TTR transcr act
CC(C)COc1ccc(-c2cc(C(=O)NN)[nH]n2)cc1	8.1
CCOC(=O)C1(CCOc2ccccc2)CCN(Cc2cccc3c2OCO3)CC1	-2.4
COc1cc(S(=O)(=O)Nc2ccc(C)cc2)ccc1N=Cc1c(C)c(C#N)c(=O)n(C)c1O	-0.5
Cc1nc(-c2cccc(Cl)c2)n[nH]1	-0.5
CC(NC(=O)C1CCN(CCOc2ccc(Cl)cc2)CC1)c1cccc2ccccc12 (stereo not drawn)	2.6
N#CC(C#N)=C1C(=O)N(CCN2CCOCC2)c2ccccc21	1.1
COc1ccc(OC)c(CCNC(=O)c2ccc3c(c2)N(Cc2ccccc2)CCS3)c1	3.0
COC(=O)c1ccc(COC(=O)c2ccccn2)cc1	1.1
O=C(C[C@H]1CC[C@@H]2[C@H](COC[C@@H](O)CN2Cc2ccc(Cl)cc2)O1)NCCc1ccccc1	-1.5
O=C(CCSc1ccccc1Cl)Nc1cccc([N+](=O)[O-])c1	0.1
O=C(NCc1ccccc1)c1ccc(NC(=O)C2CCCO2)cc1 (stereo not drawn)	-0.5
CC(C)[C@H](NC(=O)N1CC(=O)Nc2ccccc21)C(=O)N1CCC[C@@H]1C(=O)O	-1.8
CC(C)CCNC(=O)c1onc(CSc2ccc(Cl)cc2)c1C(=O)NCCC(C)C	1.2
COc1ccc(C2(C)NC(=O)N(CC(=O)N(c3ccccc3)C3CCS(=O)(=O)C3)C2=O)cc1 (stereo not drawn)	-1.0
CCOC(Cn1cc([N+](=O)[O-])c(=O)[nH]c1=O)OCC	-0.7
COc1ccc(N2C(=O)C(CC(=O)O)S/C2=C\C(C)=O)cc1 (stereo not drawn)	1.3
COc1cccc(N(CC(=O)N2CCOCC2)S(C)(=O)=O)c1	4.1
COc1ccc(Cc2nnc(SCC(=O)Nc3nc(C)cs3)o2)cc1	-0.3
Cc1cc(OCC(=O)Nc2ccccc2C(N)=O)c2c(C)cc(=O)oc2c1	-0.5
CCCCNC(=O)C1(C)CCC(=O)N1CCOC (stereo not drawn)	13*
Cc1cccc(NC(=O)CC2S/C(=N/c3nccs3)N(C)C2=O)c1 (stereo not drawn)	-2.4
CCCNC(=O)C1CCN(S(=O)(=O)c2ccc(Br)cc2)CC1	-0.8
CC(C)(C)c1ccc(C(=O)NNC(=O)c2ccncc2)cc1	9.3
CCOC(=O)N/N=C/c1ccc(OC)c(O)c1	-0.4
Cc1ccc(C2N=C(N)Nc3nc4ccccc4n32)cc1 (stereo not drawn)	4.8
Cc1cccc(CN(C)C[C@H]2OCc3cnnn3CCCC(=O)N([C@H](C)CO)C[C@@H]2C)c1	-0.5
CCN1C(=O)[C@@H]2[C@@H]3CN(S(=O)(=O)c4ccc(C)cc4)[C@@H](c4ccccc4F)[C@@H]3C(=O)C[C@@H]2C1=O	-0.9
COc1ccc(OC)c2[nH]c(=O)c(CCNS(=O)(=O)c3ccc(C)cc3)cc12	-3.2
COCCNc1nc(NCc2ccccc2)c2cnn(C)c2n1	-0.9
O=C(c1ccccc1)c1ccc(OCC(O)CN2CCOCC2)cc1 (stereo not drawn)	-1.3
Cn1c(-c2sc3cc(C(F)(F)F)cnc3c2-c2cccnc2)n[nH]c1=S	-3.9
CCOC(=O)N1CCC(N2Cc3cccc(C(=O)N4CCN(c5cccc(C)c5C)CC4)c3C2=O)CC1	-0.3
O=C(N/N=C/c1ccc(OC(=O)c2ccc([N+](=O)[O-])cc2)cc1)c1cccnc1	0.7
CC(=O)c1ccc(N2CCN(S(=O)(=O)c3cccc4nonc34)CC2)cc1	-0.3
COc1ccc(C(=O)NCC(=O)N/N=C/c2ccc(C)o2)cc1OC	0.3
FC(F)(F)c1nc2ccccc2[nH]1	-2.3
COc1cccc(/C=N/Nc2nc3ccccc3n3cnnc23)c1O	-2.2
CCCCn1c(N)c(N(CCOC)C(=O)c2cc(=O)[nH]c3ccccc23)c(=O)[nH]c1=O	1.1
O=C(Nc1ccc(N2CCOCC2)cc1)C1CCN(C(=O)OCc2ccccc2)CC1	-1.4
O=C1Nc2cc(Cl)c(Cl)cc2N(O)N1c1ccc(Cl)cc1	-2.2
O=S(=O)(NCCC1CC1(Cl)Cl)c1ccc(Cl)cc1 (stereo not drawn)	-0.2
CCCCCCCCNC1=CC(=O)CC(C)(C)C1	1.3
COCCCN1C(=O)c2ccc(C(=O)OCC(=O)NCc3ccccc3OC)cc2C1=O	1.0
COc1ccc(/C=N/NC(=O)C(=O)N2CCCC2)cc1OC	2.3
CC(=O)c1c(C)[nH]c(C(=O)OCC(=O)Nc2cccc(S(=O)(=O)N3CCCC3)c2)c1C	-5.8
CCNC(=S)N/N=C(\C)c1cccc([N+](=O)[O-])c1	3.6
Cc1ccc(C(=O)N(CN2CCCC2=O)c2ccccc2)cc1	-2.1
COC(=O)c1[nH]c2ccc(Cl)cc2c1NC(=O)CCN1CCOCC1	-1.0

The list goes on (2 carried over from the part before).
SMILES	TTR transcr act
Cc1ccc(C(=O)N(CN2CCCC2=O)c2ccccc2)cc1	-2.1
COC(=O)c1[nH]c2ccc(Cl)cc2c1NC(=O)CCN1CCOCC1	-1.0
C=CCn1c(C)nnc1SCC(=O)Nc1ccccc1C(=O)NC1CC1	1.0
NC(=S)Nc1cccc2[nH]ccc12	-1.5
CN(C)CCNc1nc2sc3c(c2c(=O)n1CCc1ccccc1)CCCCC3	0.0
C[N+](C)(C)C[C@H](O)CC(=O)[O-]	-0.5
NC(=O)c1sc(-c2ccsc2)cc1NS(=O)(=O)c1ccc(C(F)(F)F)cc1	1.2
CC(=O)N(C)c1nnc(-c2ccccn2)s1	2.5
CCn1nc(C)cc1C(=O)Sc1cccc(Cl)c1	-1.1
Cn1cc(Br)c(-c2cccc(NC(=O)CCC(=O)O)c2)n1	3.3
CCN(CC)c1ncnc2sc(C(=O)N3CCN(c4ccccc4)CC3)c(C)c12	1.0
Cc1ccc(S(=O)(=O)N2CCN(C(=O)C3Cc4ccccc4CN3C(=O)c3ccco3)CC2)cc1 (stereo not drawn)	0.7
Cc1cc(C)cc(-c2nnc(SCC(=O)c3c(N)n(C4CC4)c(=O)[nH]c3=O)o2)c1	-0.1
O=C(NCc1ccc(Cl)cc1)C(=O)NCC1OCCN1C(=O)c1ccc(Cl)cc1 (stereo not drawn)	4.0
Cc1nn(CC(=O)Nc2ccc(N3CCOCC3)cc2)c(C)c1[N+](=O)[O-]	-3.9
O=C(Nc1cccnc1)c1cc2cc(Br)ccc2oc1=O	-0.3
CC(=O)/C=C\c1ccccc1OC(=O)c1cc2ccccc2oc1=O	-1.4
COc1ccccc1-n1c(SCC(=O)Nc2cccc(C)c2)nc2c(c1=O)SCC2	-1.3
CCc1ccc(NC(=O)C(=O)NCCN2CCN(S(C)(=O)=O)CC2)cc1	1.1

Structures from the list above that have two or more sulfur atoms:
SMILES	TTR transcr act
O=C(CCS(=O)(=O)c1cccc2nsnc12)N1CCN(Cc2ccc3c(c2)OCO3)CC1	-2.0
Cc1ccccc1NC(=S)NCC1CCC(CNC(=S)Nc2ccccc2C)CC1 (stereo not drawn)	1.5
CCc1ccc(N2CC(C(=O)Nc3nc4ccc(S(C)(=O)=O)cc4s3)CC2=O)cc1 (stereo not drawn)	1.8
O=C(COc1ccccc1)NN1C(=O)CSC1=S	-1.2
NS(=O)(=O)c1ccc(Cc2ncc(C(F)(F)F)cc2Cl)s1	1.2
COc1ccc(/C=N/NC(=O)c2ccncc2)cc1CSc1nc2ccccc2s1	0.6
Cc1ccc(NC(=O)CNc2cc(S(=O)(=O)N3CCOCC3)ccc2N2CCOCC2)cc1S(=O)(=O)N(C)C	0.1
O=C(CCCN1C(=O)/C(=C\c2cccc(Br)c2)SC1=S)Nc1cccnc1	-2.4
CC(=O)Nc1ccc(S(=O)(=O)NCC(=O)OCC(=O)Nc2sccc2C(N)=O)cc1	-0.9
COc1ccc(Cc2nnc(SCC(=O)Nc3nc(C)cs3)o2)cc1	-0.3
Cc1cccc(NC(=O)CC2S/C(=N/c3nccs3)N(C)C2=O)c1 (stereo not drawn)	-2.4
Cn1c(-c2sc3cc(C(F)(F)F)cnc3c2-c2cccnc2)n[nH]c1=S	-3.9
NC(=O)c1sc(-c2ccsc2)cc1NS(=O)(=O)c1ccc(C(F)(F)F)cc1	1.2
COc1ccccc1-n1c(SCC(=O)Nc2cccc(C)c2)nc2c(c1=O)SCC2	-1.3

Screening data from PubChem.
